DRD3 antagonist: qHTS of D3 Dopamine Receptor Antagonist: qHTS | D(3) dopamine receptor (Homo sapiens), P35462 | D3R cells, DiscoveRx beta-arrestin luminescence, antagonist mode; hits give low values | max response, negative = inhibition, % | 360,000 compounds, 2.5% hits; in the data active = max response below about -50%; inconclusive = no clear call, values can overlap the other calls; also: % is scaled to controls: 0 for no effect and ±100 for the full control effect; mostly tested at two doses, the higher about 12 µM
Target sequence (P35462 whole entry, looked up): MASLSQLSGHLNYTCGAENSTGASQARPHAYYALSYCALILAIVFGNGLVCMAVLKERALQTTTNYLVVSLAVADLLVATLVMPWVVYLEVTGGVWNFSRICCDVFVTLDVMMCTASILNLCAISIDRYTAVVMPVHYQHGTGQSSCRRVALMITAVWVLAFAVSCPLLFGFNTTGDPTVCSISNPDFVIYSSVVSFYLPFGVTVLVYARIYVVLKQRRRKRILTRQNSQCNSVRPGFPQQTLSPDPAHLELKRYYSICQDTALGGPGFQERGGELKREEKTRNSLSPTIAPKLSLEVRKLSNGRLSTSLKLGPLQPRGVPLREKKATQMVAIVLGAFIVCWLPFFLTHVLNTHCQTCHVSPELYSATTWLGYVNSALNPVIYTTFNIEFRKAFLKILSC
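Cells plated overnight at 1500 cells/well, then exposed to library compounds with dopamine controls for 90 minutes at 37 degrees C. DiscoveRx reagent added for 30–60 minutes at room temperature; luminescence read, quantitative HTS format.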
D3 ag: qHTS of D3 Dopamine Receptor Agonist: qHTS; D3R DiscoveRx beta-arrestin cells, luminescence, 90 min; AID 652048, 2013; 410,000 compounds, 0.58% hits; max activation, %; D(3) dopamine receptor (Homo sapiens), P35462; in the data active = max activation above about 30%; also: 0% is about no effect; mostly tested at two doses, the higher about 12 µM
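Agonist-mode cell screen: cells plated at 1500/well and incubated overnight at 37 °C, then exposed to library compounds for 90 min at 37 °C. Detection reagent was added for 30–60 min at room temperature, and luminescence was read.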
SW480 rerep: A quantitative high throughput screen for small molecules that induce DNA re-replication in SW480 colon adenocarcinoma cells | AID 624297, 2012 | Potency, µM (doses to about 46.1 µM), for the others: at the highest dose re-replication activation, usual class: activators | SW480 DNA re-replication, Hoechst DNA content imaging, 48 h | 340,000 compounds, 1.8% hits; also: potency is read from the fitted curve at half-maximal effect; % of control where 0% means no effect; nearly all actives have a fitted effect of over 55% in size
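SW480 cells exposed to compounds for 48 hr at 37 C, 5% CO2, then Hoechst-stained 40 min. Nuclear DNA content imaged by fluorescence scanning (405 nm excitation, 500-530 nm emission); re-replication scored as increased high-intensity nuclei.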
HT1080 IDH1KD tx: qHTS for induction of synthetic lethality in tumor cells producing 2HG: qHTS for the HT-1080-IDH1KD cell line; HT-1080 IDH1 knockdown viability, ATP luminescence, 48 h; Potency, µM (highest dose often 46.1 µM), inactives show at the highest dose activity, negative = toxicity, actives largely listed as cytotoxic; 360,000 compounds, 2% hits; AID 686971, 2013;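 also: potency is read from the fitted curve at half-maximal effect; 0% = DMSO wells and -100% = cell-free medium wells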
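Luminescent ATP read-out (CellTiter-Glo, 10 min at room temperature) after 48 h compound exposure at 37 °C gave viability of IDH1-knockdown HT-1080 cells. Activity was normalised to DMSO and cell-free wells, then fitted as concentration-response curves.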
GLP-1R agonist: qHTS of GLP-1 Receptor Agonists. Glucagon-like peptide 1 receptor (Homo sapiens), P43220. HEK293 GLP-1R CRE-luciferase, luminescence, 4-6 h; cells express a hypersensitive GLP-1R form. 380,000 compounds, 0.007% hits. Potency, µM (titrated, usually from 45.6 µM), without a hit: at the highest dose activation, usual class: activators; also: potency is read from the fitted curve at half-maximal effect; % of control where 0% means no effect
Target sequence (P43220 whole entry, looked up): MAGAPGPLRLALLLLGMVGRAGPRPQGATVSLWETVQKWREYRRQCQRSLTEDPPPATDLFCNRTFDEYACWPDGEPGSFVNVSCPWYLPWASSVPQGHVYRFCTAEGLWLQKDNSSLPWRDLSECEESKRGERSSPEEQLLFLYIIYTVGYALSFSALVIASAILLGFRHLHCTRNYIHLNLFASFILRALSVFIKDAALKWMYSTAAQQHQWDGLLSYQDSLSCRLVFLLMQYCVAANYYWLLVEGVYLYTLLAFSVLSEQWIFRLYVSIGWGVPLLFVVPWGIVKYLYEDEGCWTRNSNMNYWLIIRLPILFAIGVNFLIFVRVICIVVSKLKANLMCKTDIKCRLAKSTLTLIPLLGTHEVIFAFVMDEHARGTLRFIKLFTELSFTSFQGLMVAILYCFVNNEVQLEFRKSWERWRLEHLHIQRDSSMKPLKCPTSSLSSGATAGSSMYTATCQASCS
KB-V1 MDR tox: qHTS assay for MDR1-selective chemotherapeutics: Primary screen using the drug-selected MDR subline cells KB-V1. Potency, µM (series often up to 46.1 µM), without a hit: at the highest dose activity change, negative = cytotoxicity, hits mostly cytotoxic. KB-V1 MDR cells viability, CellTiter-Glo, 72 h. 400,000 compounds, 3.4% hits; also: potency is read from the fitted curve at half-maximal effect; % is scaled to controls: 0 for no effect and ±100 for the full control effect; nearly all actives have a fitted effect of over 60% in size
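Following 72 h at 37 degrees C with compound, KB-V1 cell viability was read by CellTiter-Glo luminescence, medium being phenol-red-free DMEM plus 10% FBS; concentration-response parameters came from normalized, curve-fitted qHTS data.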
IL-1B inflam inh: qHTS for Inhibitors of Inflammasome Signaling: IL-1-beta AlphaLISA Primary Screen. THP-1 LPS/ATP IL-1B secretion, AlphaLISA, 16 h; hits give low values. activity change, % at 57.5 µM. 360,000 compounds, 4.7% hits; in the data active = activity change below about -50%; inconclusive = mostly about -30% to -49%; also: % is scaled to controls: 0 for no effect and ±100 for the full control effect
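Secreted IL-1B measured by AlphaLISA bead assay after 16 h compound exposure of THP-1 cells; compounds (final up to 57.5 uM) added 1 h before LPS (250 ng/mL) and ATP (1.25 mM) stimulation; lower signal means less secretion.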
KB-3-1 tox: qHTS assay for MDR1-selective chemotherapeutics: Primary screen using the parental adenocarcinoma cell KB-3-1; KB-3-1 viability, CellTiter-Glo ATP luminescence, 72 h; Potency, µM (series often up to 46.1 µM), inactives show top-dose activity change, negative = cytotoxic, usual class: cytotoxic; 400,000 compounds, 1.4% hits; also: potency is read from the fitted curve at half-maximal effect; % is scaled to controls: 0 for no effect and ±100 for the full control effect; nearly all actives have a fitted effect of over 60% in size
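72 h, 37 °C compound treatment of KB-3-1 parental cells; CellTiter-Glo added, 10 min, luminescence read. Data corrected against DMSO-only plates and normalized before curve fitting.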
HT1080NT lethal: qHTS for induction of synthetic lethality in tumor cells producing 2HG: qHTS for the HT-1080-NT fibrosarcoma cell line; 360,000 compounds, 1.6% hits; Potency, µM (doses to about 46.1 µM), for inactives: top-dose activity, negative = less viability, most hits filed as cytotoxic; HT-1080-NT fibrosarcoma viability, CellTiter-Glo ATP luminescence, 48 h;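 also: NT is the 2HG producing partner of a matched IDH1 knockdown line; potency is read from the fitted curve at half-maximal effect; 0% = DMSO-treated cells and -100% = media-only wells without cells; nearly all actives have a fitted effect of over 55% in size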
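Viability of the 2HG-overproducing fibrosarcoma line after 48 hours of compound exposure at 37 degrees C was determined by luminescence with CellTiter-Glo, and concentration-effect curves were then fitted and categorized.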
An asterisk follows results filed as active; & = joins results of further samples. Unless noted, calls follow the shape of the dose curve; as a rule, active = well fitted curve in the direction sought with a large enough effect; inconclusive = small, poorly fitted or top-dose-only effect, or another doubt; inactive = no such curve, though single readings can be large; an effect the other way counts as inactive or inconclusive.

Screening CCC1=C2CC[C@H]3C(=O)N(C)C(=O)[C@H]3[C@H]2[C@@]2(Cc3ccccc3)C(=NCC(=O)OC)OC(=O)N2C1=O returned DRD3 antagonist -9, D3 ag -1, SW480 rerep inconclusive, HT1080 IDH1KD tx 0%, GLP-1R agonist -2%, KB-V1 MDR tox 21%, IL-1B inflam inh 23, KB-3-1 tox 0% and HT1080NT lethal 7%.
COC(=O)c1c(C)[nH]c(C)c1C(=O)c1ccccc1Cc1ccccc1 was read as DRD3 antagonist -18, D3 ag -16, SW480 rerep 0%, HT1080 IDH1KD tx -12%, GLP-1R agonist 27%, KB-V1 MDR tox inconclusive, IL-1B inflam inh 8, KB-3-1 tox 0%&-2% and HT1080NT lethal -4%.
Screening CN(C)c1cc(-c2ccccc2)nc(N)n1 returned DRD3 antagonist 0, D3 ag -2, SW480 rerep inconclusive, HT1080 IDH1KD tx -27%, GLP-1R agonist 1%, KB-V1 MDR tox inconclusive, IL-1B inflam inh 65, KB-3-1 tox 21µM* and HT1080NT lethal -16%.
For CC(=O)c1ccc(N2CCN(C(=O)C3CCN(S(=O)(=O)c4ccc5c(c4)CC(C)N5C(C)=O)CC3)CC2)cc1 (configuration not stated) the results were DRD3 antagonist 0, D3 ag -3, SW480 rerep -26%, HT1080 IDH1KD tx -4%, GLP-1R agonist 0%, KB-V1 MDR tox -8%, IL-1B inflam inh -8, KB-3-1 tox -18% and HT1080NT lethal 0%.
O=C(NC1CC1)c1[nH]c(C(F)(F)F)nc1-c1ccccc1 was read as DRD3 antagonist -4, D3 ag -12, HT1080 IDH1KD tx 12%, GLP-1R agonist 1%, KB-V1 MDR tox -2%, IL-1B inflam inh -9, KB-3-1 tox 0% and HT1080NT lethal 11%.
For Cc1cccc(NC(=O)C2CCCN2S(=O)(=O)c2ccc(F)cc2)c1C (configuration not stated) the results were DRD3 antagonist -18, D3 ag -9, SW480 rerep -14%, HT1080 IDH1KD tx 17%, GLP-1R agonist -6%, KB-V1 MDR tox -17%, IL-1B inflam inh 42, KB-3-1 tox 2% and HT1080NT lethal 15%.
COc1cc(OC)c(NC(=S)Nc2cccc(C)c2)cc1Cl was read as DRD3 antagonist -15, D3 ag -3, SW480 rerep 5%, HT1080 IDH1KD tx -1%, GLP-1R agonist 2%, KB-V1 MDR tox -6%, IL-1B inflam inh -12, KB-3-1 tox -21% and HT1080NT lethal -4%.
For CCOC(=O)C1CCN(C(=O)Cn2nc(CC)n3cccc3c2=O)CC1 the results were DRD3 antagonist 4, D3 ag 10, SW480 rerep 13%, HT1080 IDH1KD tx 7%, GLP-1R agonist -3%, KB-V1 MDR tox -1%, IL-1B inflam inh -1, KB-3-1 tox 25% and HT1080NT lethal 0%.
`N#CCCN(C(=O)Nc1ccccc1)c1ccccc1` gave DRD3 antagonist 2, D3 ag -9, SW480 rerep -5%, HT1080 IDH1KD tx 9%, GLP-1R agonist 1%, KB-V1 MDR tox 17%, IL-1B inflam inh 0, KB-3-1 tox 7% and HT1080NT lethal 17%.
`O=C(Nc1cccc(C(F)(F)F)c1)c1ccc(Cn2cc(Br)cn2)o1` gave DRD3 antagonist 7, D3 ag 4, SW480 rerep 1%, HT1080 IDH1KD tx -12%, GLP-1R agonist 14%, KB-V1 MDR tox -29%, IL-1B inflam inh 16, KB-3-1 tox -21% and HT1080NT lethal -2%.
Screening CCCc1nc2c(s1)CCc1onc(-c3ccc(Cl)cc3)c1-2 returned DRD3 antagonist 6, D3 ag 25, SW480 rerep 0%, HT1080 IDH1KD tx 0%, GLP-1R agonist 7%, KB-V1 MDR tox 18%, IL-1B inflam inh 7, KB-3-1 tox 0% and HT1080NT lethal 0%.
Screening CCN(CC)C(=O)CSc1nnc(CCNC(=O)OC(C)(C)C)o1 returned DRD3 antagonist -1, D3 ag -2, SW480 rerep 0%, HT1080 IDH1KD tx -7%, GLP-1R agonist 3%, KB-V1 MDR tox -10%, IL-1B inflam inh -9, KB-3-1 tox -1% and HT1080NT lethal -2%.
For COc1ccccc1NS(=O)(=O)c1cc(C(=O)NCCCN2CCCC2=O)ccc1C the results were DRD3 antagonist 7, D3 ag 3, SW480 rerep -5%, HT1080 IDH1KD tx 20%, GLP-1R agonist 20%, KB-V1 MDR tox -17%, IL-1B inflam inh 25, KB-3-1 tox 7% and HT1080NT lethal 5%.
Screening COc1cccc(-c2cc3c(-n4cccc4)ncnc3o2)c1 returned DRD3 antagonist -7, D3 ag 0, SW480 rerep -6%, HT1080 IDH1KD tx 0%, GLP-1R agonist -2%, KB-V1 MDR tox inconclusive, IL-1B inflam inh -2, KB-3-1 tox inconclusive and HT1080NT lethal -20%.
For C/C=C/C=C/C(=O)N1CC2(CC(c3cccc(NC(=O)CCCCC)c3)=NO2)C[C@H]1C(N)=O (some centres not stated) the results were DRD3 antagonist 0, D3 ag 1, SW480 rerep -13%, HT1080 IDH1KD tx 15%, GLP-1R agonist -4%, KB-V1 MDR tox 25%, IL-1B inflam inh -10, KB-3-1 tox 0% and HT1080NT lethal 13%.
O=C(COc1cccc2ccccc12)N/N=C/c1ccccc1OCc1ccc(C(=O)O)cc1 was read as DRD3 antagonist -21, D3 ag 5, SW480 rerep 3%, HT1080 IDH1KD tx -8%, GLP-1R agonist 6%, KB-V1 MDR tox 16%, IL-1B inflam inh inconclusive, KB-3-1 tox 1% and HT1080NT lethal 0%.
O=C(Nc1ccccc1)Nc1ccc(Br)c(Cl)c1 was read as DRD3 antagonist 2, D3 ag 3, SW480 rerep -3%, HT1080 IDH1KD tx -18%, GLP-1R agonist -5%, KB-V1 MDR tox inconclusive, IL-1B inflam inh inconclusive, KB-3-1 tox inconclusive and HT1080NT lethal -11%.
For Cc1cccc(Nc2nnc(SCC(=O)Nc3ccccc3[N+](=O)[O-])s2)c1C the results were DRD3 antagonist 20, D3 ag 5, HT1080 IDH1KD tx -25%, GLP-1R agonist 3%, KB-V1 MDR tox inconclusive, IL-1B inflam inh 1, KB-3-1 tox 0% and HT1080NT lethal -17%.
`NC1=NC(=O)/C(=C\c2ccsc2)S1` gave DRD3 antagonist 6, D3 ag 1, SW480 rerep -7%, HT1080 IDH1KD tx -10%, GLP-1R agonist -2%, KB-V1 MDR tox -5%, IL-1B inflam inh -17, KB-3-1 tox -17% and HT1080NT lethal inconclusive.
CC(C)NC(=O)CN1CCN(C(c2ccnc3ccccc23)c2nnnn2-c2ccc3c(c2)OCCO3)CC1 (configuration not stated) was read as DRD3 antagonist -8, D3 ag 2, HT1080 IDH1KD tx 6%, GLP-1R agonist 8%, KB-V1 MDR tox -9%, IL-1B inflam inh 23, KB-3-1 tox 13% and HT1080NT lethal 15%.
For CC[C@]12CCCN3CCc4c(n(c5ccccc45)C(=O)C1)C32 (some centres not stated) the results were DRD3 antagonist 5, D3 ag 0, SW480 rerep -3%, HT1080 IDH1KD tx inconclusive, GLP-1R agonist -5%, KB-V1 MDR tox inconclusive, IL-1B inflam inh 19, KB-3-1 tox inconclusive and HT1080NT lethal -19%.
Cn1cc(S(=O)(=O)NC[C@H]2O[C@@H](n3cnc4c(N)ncnc43)[C@H](O)[C@@H]2O)cn1 was read as DRD3 antagonist 0, D3 ag -10, SW480 rerep 4%, HT1080 IDH1KD tx 4%, GLP-1R agonist -2%, KB-V1 MDR tox -16%, IL-1B inflam inh 17, KB-3-1 tox -1% and HT1080NT lethal -1%.
For Cc1c(C=O)c2ccccn2c1C(=O)c1cccs1 the results were DRD3 antagonist -4, D3 ag 0, SW480 rerep 11%, HT1080 IDH1KD tx -21%, GLP-1R agonist 5%, KB-V1 MDR tox inconclusive, IL-1B inflam inh -12, KB-3-1 tox inconclusive and HT1080NT lethal -11%.
Screening CCC(=O)N1CCN(c2ccc(Cl)cc2NC(=O)Cc2ccc(Cl)cc2)CC1 returned DRD3 antagonist -3, D3 ag -6, SW480 rerep 9%, HT1080 IDH1KD tx inconclusive, GLP-1R agonist 9%, KB-V1 MDR tox 3.7µM*, IL-1B inflam inh inconclusive, KB-3-1 tox -3% and HT1080NT lethal -30%.
CCOc1ccccc1CN1CCNC(=O)C1CC(=O)NCCc1ccccn1 (configuration not stated) was read as DRD3 antagonist 3, D3 ag 2, SW480 rerep -4%, HT1080 IDH1KD tx 6%, GLP-1R agonist 2%, KB-V1 MDR tox inconclusive, IL-1B inflam inh 2, KB-3-1 tox 4% and HT1080NT lethal 0%.
For COC(=O)c1[nH]c(C)c(/C(O)=C2\C(=O)C(=O)N(CCN3CCOCC3)C2c2cccnc2)c1C (configuration not stated) the results were DRD3 antagonist -18, D3 ag -8, SW480 rerep 1%, HT1080 IDH1KD tx 2%, GLP-1R agonist 5%, KB-V1 MDR tox 2%, IL-1B inflam inh 13, KB-3-1 tox -1% and HT1080NT lethal -28%.

Reprinted from the listing (two entries):
For Cc1c(C=O)c2ccccn2c1C(=O)c1cccs1 the results were DRD3 antagonist -4, D3 ag 0, SW480 rerep 11%, HT1080 IDH1KD tx -21%, GLP-1R agonist 5%, KB-V1 MDR tox inconclusive, IL-1B inflam inh -12, KB-3-1 tox inconclusive and HT1080NT lethal -11%.
Screening CCC(=O)N1CCN(c2ccc(Cl)cc2NC(=O)Cc2ccc(Cl)cc2)CC1 returned DRD3 antagonist -3, D3 ag -6, SW480 rerep 9%, HT1080 IDH1KD tx inconclusive, GLP-1R agonist 9%, KB-V1 MDR tox 3.7µM*, IL-1B inflam inh inconclusive, KB-3-1 tox -3% and HT1080NT lethal -30%.

High-throughput results (PubChem BioAssay)

Hits appear at their usual frequency; 12% or so of the library scored in one or more.
